Source: PubChem
PI5P4Ka inh: qHTS for Inhibitors of phosphatidylinositol 5-phosphate 4-kinase (PI5P4K) | Phosphatidylinositol 5-phosphate 4-kinase type-2 alpha (Homo sapiens), P48426 | PI5P4Kalpha enzyme, ADP-Glo luminescence, 60 min; hits give low values | max response, % | 330,000 compounds, 1.2% hits | AID 652105, 2013; active = max response of -50% or lower; inconclusive = between -30% and -50%; inactive = -30% or higher; also: value at the top dose of about 77 µM; % is scaled to controls: 0 for no effect and ±100 for the full control effect
Target sequence (P48426 whole entry, looked up): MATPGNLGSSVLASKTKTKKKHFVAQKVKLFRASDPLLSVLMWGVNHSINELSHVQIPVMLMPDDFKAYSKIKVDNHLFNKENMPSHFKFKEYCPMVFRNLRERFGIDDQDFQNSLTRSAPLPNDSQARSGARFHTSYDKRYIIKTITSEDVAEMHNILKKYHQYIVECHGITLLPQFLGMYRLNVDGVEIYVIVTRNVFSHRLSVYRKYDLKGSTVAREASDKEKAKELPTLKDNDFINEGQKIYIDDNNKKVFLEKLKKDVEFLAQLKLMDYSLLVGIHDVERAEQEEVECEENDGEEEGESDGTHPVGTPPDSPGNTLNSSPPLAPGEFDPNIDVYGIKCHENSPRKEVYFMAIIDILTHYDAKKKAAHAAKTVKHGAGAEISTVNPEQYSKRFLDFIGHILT
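Enzyme plus substrate dispensed, test compounds pinned in, then ATP (5 microM final) added. After 60 min at RT, ADP-Glo reagent 1 for 45 min and reagent 2 for 30 min preceded luminescence imaging.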
PLK1 PBD inh: qHTS for Inhibitors of PLK1-PDB (polo-like kinase 1 - polo-box domain): Primary Screen; Serine/threonine-protein kinase PLK1 (Homo sapiens), P53350; Plk1 PBD binding of FITC phosphopeptide, fluorescence polarization; Potency, µM, for inactives: max response, negative = inhibition, actives largely listed as inhibitors; 360,000 compounds, 2.8% hits; also: potency is read from the fitted curve at half-maximal effect; series mostly up to about 57 µM; % is scaled to controls: 0 for no effect and ±100 for the full control effect; nearly all actives have a fitted effect of over 65% in size
Target sequence (P53350 whole entry, looked up, the tested form may be a part): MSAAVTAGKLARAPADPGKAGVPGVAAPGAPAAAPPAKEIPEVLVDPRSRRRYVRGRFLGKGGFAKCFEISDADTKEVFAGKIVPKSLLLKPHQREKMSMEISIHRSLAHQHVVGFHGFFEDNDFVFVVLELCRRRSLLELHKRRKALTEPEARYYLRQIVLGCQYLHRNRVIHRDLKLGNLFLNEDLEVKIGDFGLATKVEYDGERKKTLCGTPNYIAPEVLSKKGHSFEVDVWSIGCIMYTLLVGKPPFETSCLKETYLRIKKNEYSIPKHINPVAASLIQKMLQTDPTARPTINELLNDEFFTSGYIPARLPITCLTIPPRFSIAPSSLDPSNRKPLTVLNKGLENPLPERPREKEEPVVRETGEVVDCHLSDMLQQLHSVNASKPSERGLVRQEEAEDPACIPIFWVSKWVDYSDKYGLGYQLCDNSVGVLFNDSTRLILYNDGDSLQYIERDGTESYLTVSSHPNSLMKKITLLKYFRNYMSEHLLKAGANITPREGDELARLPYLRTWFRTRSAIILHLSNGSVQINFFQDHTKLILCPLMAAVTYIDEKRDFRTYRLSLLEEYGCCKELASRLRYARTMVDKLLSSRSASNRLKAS
EPAC1 ag: qHTS for Agonist of cAMP-regulated guanine nucleotide exchange factor 3 (EPAC1): primary screen | Rap guanine nucleotide exchange factor 3 (Homo sapiens), O95398 | EPAC1 agonist qHTS, biochemical assay; response scale: 100% = response to 6.5 mM cAMP | Potency, µM (top dose mostly 154 µM), for inactives: top-dose activation, most hits filed as activators | 360,000 compounds, 0.073% hits | AID 720707, 2013; also: potency is read from the fitted curve at half-maximal effect; nearly all actives have a fitted effect of over 60% in size
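Normalized to 6.5 mM cAMP, activity reflects EPAC1-catalysed release of BODIPY-GDP from Rap1B, followed kinetically over 30 min at 480 nm excitation, 540 nm emission. Reaction contained 100 nM EPAC1, 250 nM Rap1B-BODIPY-GDP, 50 uM GDP.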
Mm-Cpn inhibitor: Inhibitors of TCP-1 ring complex (TRiC) of Methanococcus maripaludis (MmCpn): qHTS; purified Mm-Cpn ATPase, ADP Transcreener TR-FRET; AID 504842, 2011; Chaperonin Mm-Cpn (Methanococcus maripaludis); 330,000 compounds, 0.031% hits; Potency, µM (doses to about 76.9 µM), for inactives: at the highest dose activity, negative = inhibition, actives largely listed as inhibitors; also: potency is read from the fitted curve at half-maximal effect; % is scaled to controls: 0 for no effect and ±100 for the full control effect; nearly all actives have a fitted effect of over 80% in size
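ATP (10 uM final) was added to archaeal chaperonin (25 nM final) after 10 min exposure to test compound at 37°C; after 30 min further incubation, ADP was detected by competitive TR-FRET.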
WRN helicase inh: qHTS for Inhibitors of WRN Helicase. Potency, µM (series often up to 114 µM), for the others: at the highest dose activity change, negative = inhibition, most hits filed as inhibitors. WRN helicase unwinding, fluorescent forked duplex, kinetic. 360,000 compounds, 0.46% hits. Bifunctional 3'-5' exonuclease/ATP-dependent helicase WRN (Homo sapiens), Q14191; also: potency is read from the fitted curve at half-maximal effect; % is scaled to controls: 0 for no effect and ±100 for the full control effect; nearly all actives have a fitted effect of over 55% in size
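Screening of the MLSMR collection measured strand separation of a quenched forked DNA duplex (100 nM) by 20 nM WRN with 2 mM ATP, all final. Compounds were preincubated with enzyme 15 min at room temperature.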
CCT modulator: High-Throughput Screening for Modulators of Cytosolic Chaperonin Activity | purified chaperonin ATPase assay, HTRF ADP detection, 30 min | activity change, % (no concentration beside the values), hits read low | 360,000 compounds, 0.3% hits | AID 651819, 2012; in the data active = activity change below about -30%; also: % is scaled to controls: 0 for no effect and ±100 for the full control effect
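Enzyme 40 or 20 nM (batch-dependent) in Tris pH 7.4/KCl/MgCl2/DTT; cpd 76 uM single point; ATP 10 uM; 30 min 37 °C; Transcreener ADP HTRF detection, 30 min RT; ratio 665/615.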
EPAC2 antag: qHTS for Antagonist of cAMP-regulated guanine nucleotide exchange factor 2 (EPAC2): primary screen; EPAC2 GEF exchange of Rap1B-BODIPY-GDP, fluorescence; AID 720708, 2013; Potency, µM (top dose mostly 114 µM), inactives show at the highest dose activity, negative = inhibition, hits mostly inhibitors; 360,000 compounds, 0.18% hits; also: potency is read from the fitted curve at half-maximal effect; % is scaled to controls: 0 for no effect and ±100 for the full control effect; nearly all actives have a fitted effect of over 45% in size; many of its hits are not listed in these tables
EPAC1 antagonist: qHTS for Antagonist of cAMP-regulated guanine nucleotide exchange factor 3 (EPAC1): primary screen; Rap guanine nucleotide exchange factor 3 (Homo sapiens), O95398; EPAC1 GEF assay, Rap1b-BODIPY-GDP exchange fluorescence; Potency, µM (top dose mostly 115 µM), inactives show at the highest dose activity change, negative = inhibition, hits mostly inhibitors; 360,000 compounds, 0.14% hits;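 also: potency is read from the fitted curve at half-maximal effect; plate controls were vehicle for no effect and positive control for full effect; nearly all actives have a fitted effect of over 50% in size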
Starred values were filed as active, the others as inactive; ? = inconclusive; / = not tested or not shown; [ ] = another dose, or the depositor's remark. Unless noted, calls follow the shape of the dose curve; as a rule, active = well fitted curve in the direction sought with a large enough effect; inconclusive = small, poorly fitted or top-dose-only effect, or another doubt; inactive = no such curve, though single readings can be large; an effect the other way counts as inactive or inconclusive.

SMILES | PI5P4Ka inh | PLK1 PBD inh | EPAC1 ag | Mm-Cpn inhibitor | WRN helicase inh | CCT modulator | EPAC2 antag | EPAC1 antagonist
Cc1ccc(Nc2nc(N)nc(N)c2N=O)cc1Cl | ? | / | 6% | / | -14%[57.1 µM] | / | 12%[57.1 µM] | 10%
CCNC(=O)CNC(=O)c1nn(Cc2ccccc2)c(=O)c2ccccc12 | -3 | -16% | 6% | 0% | 6% | -1.3 | -6% | -8%
CCOC(=O)Cn1nc(-c2ccccc2)c2cnc3ccc(CC)cc3c21 | -3 | -4% | -17% | 4% | -8% | -0.5 | 1% | -14%
Cc1cc(C(=O)Nc2sc3c(c2C#N)CCCCC3)cs1 | / | -24% | 2% | -14% | -7% | -0.4 | 8% | 2%
CC(C)(C)c1ccc(OCCC(=O)Nc2cccc(S(=O)(=O)N3CCCCC3)c2)cc1 | 10 | -1% | -9% | 0% | -13% | -1.4 | -28% | -21%
Cc1ccc(C)n1-c1sc2c(c1C#N)CCC(C)C2 (stereo not drawn) | -8 | ? | -1% | -4% | 4% | -6.6 | -3% | -3%
CCn1c(=O)oc2cc(NC(=O)CCl)ccc21 | -6 | -9% | 13% | -1% | 0% | -3.9 | 14% | 7%
CCOC(=O)C1CCCN(c2c(N3CCC(N4CCCCC4)CC3)c(=O)c2=O)C1 (stereo not drawn) | 3 | 1% | -7% | 0% | -6% | 0.5 | 8% | 4%
COc1ccc(CN2CCC(CO)(CCOc3ccccc3)CC2)c(OC)c1C | 23 | -4% | 9% | 2% | -6% | 0.4 | 1% | -9%
CCc1nc2c(OCc3ccc(S(C)(=O)=O)cc3)cccn2c1N(C)C(=O)c1ccccc1F | -17 | -16% | 1% | / | -4% | -1.7 | ? | -17%
Cc1ccc(OCC(=O)NN2C(=O)c3ccccc3C2=O)cc1 | 1 | -4% | 3% | 2% | 1% | -0.5 | -10% | -5%
Cc1ccc(S(=O)(=O)CCC(=O)OCC(=O)Nc2cc(S(=O)(=O)N3CCOCC3)ccc2C)cc1 | -6 | -1% | -1% | 0% | 3% | 0.4 | 11% | -1%
Cc1ccccc1NC(=O)COC(=O)c1c(C)nn(-c2ccccc2)c1C | -9 | -4% | 10% | / | -3% | 0.0 | -6% | -1%
CC(C)C(NC(=O)c1ccco1)C(=O)NCC(c1ccco1)N1CCCCC1 (stereo not drawn) | / | -3% | -5% | 2% | 6% | 1.9 | 13% | 10%
CCc1ccccc1NC(=S)N1CCC(C(=O)c2ccc(F)cc2)CC1 | / | 0% | 8% | -5% | -6% | -1.8 | 0% | 3%
O=C(c1cccc(S(=O)(=O)N2CCc3ccccc32)c1)N1CCOCC1 | -7 | 0% | 4% | 2% | -11% | -0.8 | -4% | -1%
CCNc1ccc(S(=O)(=O)N(C)C)cc1NCC(=O)Nc1ccc(Br)cc1F | 9 | -12% | 2% | -1% | 4% | -0.5 | 1% | -3%
CCN(CC)C(=O)C(C(=O)c1cccc([N+](=O)[O-])c1)n1cc(Cl)ccc1=O (stereo not drawn) | -1 | -10% | 8% | 2% | 2% | 2.4 | 7% | 3%
COc1cccc2c(=O)n(CC(=O)N3CCC(C)CC3)ccc12 | 5 | 2% | -4% | -1% | 0% | -0.1 | 8% | -2%
COc1ccccc1CNC(=O)c1oc2ccccc2c1C | 1 | -6% | -3% | 1% | 4% | -1.8 | -9% | ?
CCOC(=O)c1ccc(-c2ccc3[nH]c4ccccc4c(=O)c3c2)cc1F | -2 | -3% | 5% | -3% | -8% | -1.3 | 2% | 5%
CSc1nc(-c2ccccc2)c(C#N)c(=O)n1C | 2 | -13% | 10% | -3% | 0% | -1.1 | -9% | 5%
Cc1ccccc1N1CCN(C2CCCN(C(=O)c3ocnc3C)C2)CC1 (stereo not drawn) | -2 | -9% | 4% | -3% | -30% | -3.2 | -8% | 5%
CCOc1ccccc1N(CC(=O)Nc1ccc(C)cc1)S(C)(=O)=O | / | -2% | 3% | 0% | 3% | -1.0 | 0% | 3%
Cn1c(N)c(C(=O)COC(=O)CCC(=O)c2cccs2)c(=O)n(C)c1=O | -8 | -3% | -6% | 2% | 1% | -1.6 | 7% | 5%
CCOC(=O)CC1(C)c2nc(NC(C)=O)sc2Cc2sc(NC(C)=O)nc21 | -2 | -12% | -5% | / | -12%[57.1 µM] | -0.3 | -12% | -13%
COc1ccc(C)cc1S(=O)(=O)N(C)CC(=O)Nc1ccccc1 | -3 | -4% | -4% | -2% | -5% | -1.4 | 9% | 3%
CSCCC(NS(=O)(=O)c1ccccc1F)C(=O)NCC(C)(C)N1CCOCC1 (stereo not drawn) | -3 | 8% | 1% | -1% | -8% | -1.4 | 2% | -12%
CCCCN(C(=O)CSc1c(C)c(C)cc(C)c1C)c1c(N)n(CCC)c(=O)[nH]c1=O | 0 | -6% | 11% | -1% | -7% | -0.4 | 35%[activator] | 10%
CCC(=O)NC(c1ccc(C)cc1)c1cc(Cl)c2cccnc2c1O (stereo not drawn) | / | / | -17% | 3% | / | / | ? | -20%
COC(=O)C1=C(C)NC(C)=C(C(=O)OC)C1c1ccccn1 | / | -4% | -1% | 0% | 3% | -2.0 | 14% | 25%
COc1cc(/C=C/C(=O)c2ccc(C)cc2)ccc1OCC#N | 12 | -1% | 9% | -1% | -15% | 0.6 | -10% | -24%
Cc1cccc(C(=O)NC2CCN(CC(=O)N3CCOCC3)CC2)c1 | 1 | -2% | 11% | 1% | -3% | 0.2 | -3% | 3%
Cc1ccc(S(=O)(=O)N(C)C)cc1NC(=S)N1CCN(Cc2ccc3c(c2)OCO3)CC1 | 4 | -10% | 6% | 2% | 4% | -0.1 | 10% | -11%
OC(c1ccc(Cl)c(Cl)c1)c1ncc(-c2ccccc2C(F)(F)F)[nH]1 (stereo not drawn) | 23 | 1% | -1% | / | 3%[57.1 µM] | 1.0 | -30% | -19%
N/C(=N\OC(=O)c1cccc(F)c1)c1ccccn1 | 2 | -14% | 2% | 3% | 0% | 0.2 | -3% | -16%
O=C(c1ccccc1F)N1CCN(S(=O)(=O)c2ccc(Br)cc2)CC1 | -10 | -1% | -1% | 2% | 2% | -0.3 | 1% | -6%
CN1CC[C@@]2([C@@]34CCN(C)C3Nc3ccccc34)c3ccccc3NC12 (stereo partly drawn) | 11 | -3% | -15% | / | 0% | -1.9 | 3% | -4%
Cc1cc([N+](=O)[O-])ccc1NC(=O)C[n+]1ccc(N(C)C)cc1 | -4 | -7% | -14% | -2% | 10% | -2.2 | -3% | 15%
Cc1cc(=O)oc(C)c1C(=O)OCC(=O)c1ccc(Cl)cc1 | 3 | -2% | 4% | 0% | 2%[57.1 µM] | 2.4 | 2% | 8%
Cc1ccc(C(=O)NCCc2c[nH]c3ccccc23)s1 | 6 | -1% | 1% | 0% | -8% | -2.7 | -9% | -5%
CC(C)C[C@@H](CN1CCC[C@@H]1CN1C(=S)NC[C@@H]1Cc1ccc(O)cc1)N1C[C@H](Cc2ccccc2)N(CCc2ccccc2)C1=S | 20 | 6% | -12% | / | -7% | 2.2 | -9% | -27%
O=C(CCCSc1nc2ccccc2c(=O)[nH]1)c1ccc(F)cc1 | -10 | -7% | -7% | 3% | 2% | -7.0 | -9% | -27%
Cc1cc(Br)ccc1SCC(=O)OCC(=O)NC(C)c1ccccc1 (stereo not drawn) | -7 | -23% | 0% | 2% | -24% | 0.1 | -13% | -12%
COc1ccc(N2C(=O)CSC2c2cccc(F)c2)c(OC)c1 (stereo not drawn) | 2 | -10% | -2% | -2% | -1% | -0.2 | ? | 16%
CN1CCN(NS(=O)(=O)c2ccc(Cl)cc2)CC1 | 11 | 8.4µM* | 11% | 2% | -24% | 0.2 | 2% | -3%
CC(=O)Nc1c(C)ccc(CNC(=O)COc2ccc(F)cc2)c1C | 0 | 1% | 0% | 2% | 7% | 2.9 | 25% | -9%
COc1cc(/C=N\NC(=O)c2c(C)nc3cc(C)ccn23)ccc1O | 3 | ? | -1% | -3% | -7%[57.1 µM] | -9.3 | 1% | -4%
COc1ccc(CCN2CC(C(=O)N3CCCCCC3)CCC2=O)cc1 (stereo not drawn) | -1 | -13% | 2% | 1% | -34% | -1.2 | -1% | 9%
Cc1cccc(CC(=O)NCC(=O)NCc2cc(=O)n(C)c(=O)n2C)c1 | ? | 3µM* | 18% | -2% | 1% | 1.9 | -2% | 6%
NC(=O)COC(=O)/C=C/c1ccc(S(=O)(=O)N2CCCCCC2)cc1 | -1 | 2% | 0% | 0% | 5%[57.1 µM] | -0.9 | 9% | 3%
COc1cc(Cl)c(CN2CCCC(CO)(Cc3ccccc3F)C2)cc1OC (stereo not drawn) | 4 | -16% | 6% | ? | 1% | -0.8 | -16% | ?
COc1ccc(CN(Cc2ccncc2)C(=O)CCC(=O)O)cc1 | / | -6% | 10% | -1% | -3% | -1.5 | 3% | 4%
CCOC(=O)c1cnc(SCC(=O)Nc2ccccc2C(=O)OC)nc1N | / | 1% | -5% | -5% | 4% | 1.2 | 3% | 7%
CC(C)(C)c1ccc(Nc2n[nH]c3ccccc23)cc1 | 3 | -3% | -1% | / | -7% | -0.1 | -21% | -17%
COc1ccc(/C=C2\SC(=NCc3ccccc3)N(Cc3ccccc3)C2=O)cc1OC | 1 | 4% | -2% | -9% | -7% | 0.4 | 23%[57.1 µM] | -4%
COCCn1c(Cc2ccccc2)nnc1SCC(=O)NC1CC1 | -3 | -16% | 5% | 2% | 8% | -1.9 | -4% | 16%

A portion of the library; the hit share may differ from the screen's.
